# PTAP TSG101 blk – blocks PTAP/TSG101 interaction to inhibit HIV-1 budding. Q99816. Fluorescence polarization, FITC-PTAP peptide / Tsg101 binding. Potency, µM (highest dose often 115 µM), for inactives: at the highest dose activity change, negative = inhibition, most hits filed as inhibitors. 340,000 tested, under 10 active; active = well fitted inhibition curve with a large enough effect in the main read-out, with a control signal flat, not every such curve was filed as active; inconclusive = small, poorly fitted or top-dose-only effect, or effect the other way, or a change in a side signal; inactive = no such curve, though single readings can be large or run the other way; note: potency is the fitted concentration of half-maximal effect; % of control where 0% means no effect
# Target sequence (Q99816 whole entry, looked up): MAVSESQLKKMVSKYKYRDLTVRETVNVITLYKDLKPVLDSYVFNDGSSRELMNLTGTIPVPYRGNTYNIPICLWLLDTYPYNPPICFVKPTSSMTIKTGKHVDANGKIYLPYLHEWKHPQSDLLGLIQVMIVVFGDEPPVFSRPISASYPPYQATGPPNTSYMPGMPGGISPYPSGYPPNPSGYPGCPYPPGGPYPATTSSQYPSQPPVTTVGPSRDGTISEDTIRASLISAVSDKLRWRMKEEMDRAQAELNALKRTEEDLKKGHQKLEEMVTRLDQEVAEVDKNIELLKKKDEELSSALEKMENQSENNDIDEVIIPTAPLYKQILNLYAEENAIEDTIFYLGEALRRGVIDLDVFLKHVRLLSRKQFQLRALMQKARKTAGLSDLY
#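 Tsg101 binding domain (10 uM final) was mixed with compound and a FITC-labeled PTAP peptide (50 nM final) in HEPES pH 7.5 buffer with NaCl, Tween 20, EDTA and TCEP; fluorescence polarization was read after 20 min at r.t.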
# BCR signal inh – blocks chronic active B-cell receptor signaling; ABC-DLBCL IkBa-CBG/CBR reporter, luminescence ratio, 4 h; Potency, µM (doses to about 46.1 µM), inactives show top-dose ratio change, negative = lower green/red ratio, hits mostly inhibitors; 340,000 compounds, 0.05% hits; active = well fitted inhibition curve with a large enough effect in the signal ratio, with a control signal flat, not every such curve was filed as active; inconclusive = small, poorly fitted or top-dose-only effect, or effect the other way, or a change in a side signal; the % refers to the signal ratio;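 note: potency is the fitted concentration of half-maximal effect; plate controls were basal doxycycline-induced cells for no effect and cells given 10 µM MG132 for full effect; MG132 reads +100%, hits lower the ratio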
#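 TMD8 human ABC-DLBCL cells with doxycycline-inducible IκBα–green luciferase fusion and unfused red luciferase, in 0.5% FBS medium; compounds up to 46 uM, 4 h at 37C. Green/red luminescence ratio, filter-overlap corrected, fitted to concentration-response curves.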
# Integrin act MD – activators of alpha7 integrin expression for muscular dystrophy. 350,000 compounds, 0.064% hits. Potency, µM (doses to about 38.3 µM), for inactives: at the highest dose activation, hits mostly activators. alpha7betagal myoblasts, beta-gal FDG fluorescence, 48 h;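 note: potency is the fitted concentration of half-maximal effect; 100% = response of the positive control SU9516; nearly all actives have a fitted effect of over 60% in size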
#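 alpha7betagal+/- myoblasts (passage 13, 250/well) treated 48 h at 37C with compounds at 1:260 dilution of DMSO stock. Lysed, then beta-galactosidase activity read as FDG fluorescence (ex 480/em 540) after 30 min, with pre-read for autofluorescence.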
# Tb PFK block – T. brucei PFK enzyme inhibition; O15648; T. brucei PFK, ADP-Glo luminescence; Potency, µM (doses to about 57.5 µM), for inactives: at the top dose activity, negative = inhibition, actives largely listed as inhibitors; 330,000 compounds, 0.17% hits; AID 485367;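 note: potency is the fitted concentration of half-maximal effect; 0% = uninhibited 1x PFK enzyme wells and -100% = no-enzyme wells; nearly all actives have a fitted effect of over 60% in size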
#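 ADP-Glo luminescence quantified ADP after 45 min at room temperature, with 1.25 nM T. brucei PFK, 0.1 mM ATP and 0.5 mM fructose-6-phosphate in pH 8.0 TEA buffer. qHTS titrations up to 57 µM; curves classified by quality.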
# Mito fusion yeast – blocks mitochondrial division or promotes mitochondrial fusion; S. cerevisiae fusion-defective mutant growth rescue, CellTiterGlo 48 h; Potency, µM (top dose mostly 46.1 µM), for the others: at the highest dose growth rescue (activation), most hits filed as activators; 320,000 compounds, 0.23% hits; AID 485298;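 note: potency is the fitted concentration of half-maximal effect; % of control where 0% means no effect; nearly all actives have a fitted effect of over 45% in size; temperature-sensitive fusion mutants such as fzo1-1 at 37 °C on non-fermentable ethanol glycerol medium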
#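 Yeast fusion mutant, YPEG (non-fermentable carbon), compound, 48 h at 37C non-permissive; CellTiterGlo added, 10 min RT, luminescence read. Rescued growth = division inhibition.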
# ELG1 repair inh – ELG1-dependent DNA repair inhibition. HEK293T ELG1-luciferase reporter, luminescence, 16 h; DNA damage induced by 5-fluorouridine. Potency, µM (top dose mostly 46.1 µM), for inactives: top-dose activity change, negative = inhibition, actives largely listed as inhibitors. 330,000 compounds, 2.3% hits. AID 504467; note: potency is the fitted concentration of half-maximal effect; % is set by controls: 0 for no effect and ±100 for the full control effect; nearly all actives have a fitted effect of over 55% in size
#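 Cells (2,000 per well) received 5-fluorouridine plus test compound or DMSO and were incubated 16 hr at 37 °C, 5% CO2. Luciferase activity was read by luminescence 30 min after ONE-Glo addition; signal suppression marked inhibition of damage-induced ELG1 function.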
# ASM inhibitor – blocks human secretory acid sphingomyelinase | placental ASM, HMU-PC fluorogenic substrate, 60 min | Potency, µM (titrated, usually from 57.5 µM), inactives show at the highest dose activity change, negative = inhibition, actives largely listed as inhibitors | 340,000 compounds, 0.006% hits; note: potency is the fitted concentration of half-maximal effect
#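 Steps: dispense placental human ASM, pin compound, wait 10 min at room temperature, add HMU-PC0 substrate at 9 uM final, incubate 60 min at 37 °C, add stop solution raising pH to 10, read fluorescence.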
# Eya2 phos inh – blocks the phosphatase activity of human Eya2; recombinant Eya2, OMFP fluorescence dephosphorylation (OMFP is methylfluorescein phosphate); 330,000 compounds, 0.006% hits; O00167; Potency, µM (highest dose often 76.9 µM), inactives show at the top dose activity, negative = inhibition, usual class: inhibitors; note: potency is the fitted concentration of half-maximal effect; % is set by controls: 0 for no effect and ±100 for the full control effect
# Target sequence (O00167 whole entry, looked up): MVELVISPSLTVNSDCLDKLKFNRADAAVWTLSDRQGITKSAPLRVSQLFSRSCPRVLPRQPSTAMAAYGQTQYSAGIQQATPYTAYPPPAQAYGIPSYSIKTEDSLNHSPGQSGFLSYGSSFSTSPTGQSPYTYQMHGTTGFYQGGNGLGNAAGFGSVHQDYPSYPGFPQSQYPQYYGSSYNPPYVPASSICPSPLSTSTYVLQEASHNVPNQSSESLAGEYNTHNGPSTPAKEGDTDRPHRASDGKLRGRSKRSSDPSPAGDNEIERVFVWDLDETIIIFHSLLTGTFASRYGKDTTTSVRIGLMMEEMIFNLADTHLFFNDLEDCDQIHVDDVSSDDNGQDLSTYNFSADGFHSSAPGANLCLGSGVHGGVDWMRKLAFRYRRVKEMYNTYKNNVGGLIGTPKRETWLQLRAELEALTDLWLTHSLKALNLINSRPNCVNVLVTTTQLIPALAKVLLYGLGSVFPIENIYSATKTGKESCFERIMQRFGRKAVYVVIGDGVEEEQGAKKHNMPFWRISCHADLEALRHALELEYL
#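 Eya2 protein (added as 0.2 uM solution) was preincubated with compound for 10 min at ambient temperature in 50 mM HEPES pH 7.5, 50 mM NaCl, 5 uM MgCl2, 0.05% BSA, 1 mM DTT. OMFP (added at 50 uM) then reacted 10 min; fluorescence read at 485/525 nm.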
# TSHR antag – antagonists of human thyroid stimulating hormone receptor | AID 504810 | TSHR-expressing cells, TSH-stimulated cAMP HTRF, 2 h; stronger effect = lower value | activity change, negative = inhibition, % at 11.5 µM | P16473 | 330,000 compounds, 0.2% hits;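 active = activity change below a set negative limit, meaning inhibition stronger than a set level, cut at about -70% in these data; inconclusive = activity change between two set negative limits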; note: % is set by controls: 0 for no effect and ±100 for the full control effect
#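 Inhibition of cAMP made by TSHR-expressing cells under TSH stimulation (4nM final, EC80; 2 h, 37 deg C) is quantified with a one-step lysis HTRF kit, anti-cAMP cryptate versus cAMP-d2.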
# A-T KAP1 phos – candidate therapy for ataxia-telangiectasia | […] A-T fibroblasts, KAP-1 phosphorylation AlphaLISA; neocarzinostatin DNA damage 30 min before lysis | Potency, µM (titrated, usually from 57.5 µM), for inactives: at the top dose activation, most hits filed as activators | 320,000 compounds, 0.19% hits; note: potency is the fitted concentration of half-maximal effect; % of control where 0% means no effect; nearly all actives have a fitted effect of over 45% in size
#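 hTERT-immortalized A-T patient fibroblasts ([…]), 500 cells/well in OPTI-MEM, 1% FBS, got compounds for 60 min, then NCS for 30 min at 37C. Lysates were then assayed for phospho-KAP-1 by AlphaLISA (anti-pKAP1 donor, anti-KAP1 acceptor beads), 6 hr at 25C.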
# TCR act – activators of T cell receptors | AID 504894 | primary human leukocytes, anti-CD3, IL-2 HTRF, 48 h | 330,000 tested, under 10 active | Potency, µM (titrated, usually from 9.22 µM), without a hit: at the top dose activation of IL-2 secretion, hits mostly activators; note: % of control where 0% means no effect
#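 Primary human leukocytes were stimulated with a-CD3 beads plus compounds for 48 hr without co-stimulation; secreted IL-2 was quantified by HTRF using a-IL-2-K (europium cryptate) and a-IL-2-d2, excited at 320nm with acceptor emission read at 665nm.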
# An asterisk follows results filed as active; ? = inconclusive; / = no result given; & = joins results of further samples; [ ] = dose if it differs, or a comment. Unless noted, calls come from the whole dose curve; as a rule, active = well fitted curve in the direction sought with a large enough effect; inconclusive = small, poorly fitted or top-dose-only effect, or another doubt; inactive = no such curve, though single readings can be large; an effect the other way counts as inactive or inconclusive. Hits appear at their usual frequency; 3.2% or so of the library scored in one or more.
SMILES,PTAP TSG101 blk,BCR signal inh,Integrin act MD,Tb PFK block,Mito fusion yeast,ELG1 repair inh,ASM inhibitor,Eya2 phos inh,TSHR antag,A-T KAP1 phos,TCR act
COc1cc(CNC(C)c2ccccc2)cc(Br)c1OCc1ccc(F)cc1 (configuration not stated),-1%,?,-41%,4%,-30%,-19%,-13%,-4%,-4,19%,2%
COc1ccc(Cl)cc1-c1nc(SCC(=O)NC2CCCC2)n[nH]1,-1%,1%,-6%,4%,/,-31%,0%,-29%,-16,40%,-6%[46.1 µM]
CCn1c(SCCN2CCCCC2)nnc1-c1ccc(S(=O)(=O)N2CCOCC2)cc1,-3%,5%,-30%,-3%,1%,11%,2%,2%,11,1%,5%
Cc1cccc(-n2c(=S)[nH]c3sc4c(c3c2=O)CCc2ccccc2-4)c1,-5%,9%,6%,-7%,3%,?,-2%,17%,-7,-3%,4%
Nc1nnc(SCC(=O)NC2CCCCCCC2)s1,-3%,-1%,4%,4%,0%,28%,-1%,3%,-7,5%,4%
O=C(c1ccc(S(=O)(=O)N2CCCCCC2)cc1)N1CCN(Cc2ccccc2)CC1,-5%,?,2%,-1%,5%,?,3%,21%,-1,4%,1%
O=C(OCCN1CCOCC1)c1cccnc1,-4%&-4%,-12%&-1%,15%[7.66 µM],-9%&-3%,-1%&1%,7%&8%,4%&-2%,-7%&4%,2&12,0%&-4%,1%
Cn1cccc1Cc1nnc(SCC(=O)NCCc2ccccc2)n1-c1ccc(F)cc1,-4%,7%,21%,5%,-6%,-5%,3%,22%,-1,-2%,-5%
C=CCc1cccc2cc(C(=O)N3CCOCC3)c(=O)oc12,-1%,0%,2%,-4%,-3%,7%,0%,-5%,16,-6%,-6%
O=C1CC(c2ccco2)CC2=C1C(c1ccccc1)n1nc(C(F)(F)F)nc1N2 (configuration not stated),-3%,?,-18%,-22%,1%,?,248%[activator],-5%,86,/,0%
Cn1c(COc2ccc3ccccc3c2)nnc1SCC(=O)O,-3%,3%,10%,5%,4%,2%,-1%,3%,-1,-10%,-1%
COc1ccc(CNC(=O)CS(=O)(=O)Cc2nc(-c3cccc(OC)c3)oc2C)cc1,0%,-1%,-41%[inhibitor],2%,1%,-3%,0%,-2%,-12,7%,-5%
O=C1C(Cc2ccccc2)Nc2ncnc(N3CCCCC3)c2N1Cc1ccc(Cl)cc1 (configuration not stated),2%,-5%,10%,2%,?,2%,-1%,-6%,4,8%,-2%
COc1ccc(CNC(=O)c2cc(C(=O)C3CC3)c[nH]2)cc1,-3%,1%,-16%,0%,-1%,1%,-3%,-1%,0,-2%,-1%
O=C(NCCc1ccccc1)C1CCCN(c2cnccn2)C1 (configuration not stated),-4%,1%,?,-2%,?,8%,4%,6%,28,-4%,-5%
CCCc1nnc(NC(=O)CCC(=O)N2CCN(c3nc(C)cc(C)n3)CC2)s1,-4%,13%,0%,-7%,1%,17%,-1%,1%,3,6%,-5%
Cc1ccc(-n2nnnc2-c2nc3ccccc3s2)cc1,-6%,3%,24%,0%,-2%,?,-2%,-4%,12,13%,4%[46.1 µM]
COc1ccc(N/N=C(C)/C(=N/O)C(=O)Nc2ccccc2)cc1,-1%,?,0%,1%,-15%,?,-5%,1%,-3,1%,-4%
Cc1ccc(NC(=O)COC(=O)COc2ccc(Cl)cc2C)c([N+](=O)[O-])c1,0%,0%,5%,2%,-2%,8%,-7%,-1%,7,-4%,2%[46.1 µM]
CC(C)[C@@H](NC(=O)C1CCC(CNC(=O)[C@H](Cc2ccccc2)NC(=O)OC(C)(C)C)CC1)C(=O)O (some centres not stated),-2%,0%,-23%,1%,-5%,12%,1%,-4%,20,7%,2%
CCOC(=O)c1ccc(N=C2NC(=O)CS2)cc1,-1%,?,0%,0%,3%,-9%,4%,2%,6,5%,2%
CC/C(=N\NS(=O)(=O)c1ccc(C)cc1)c1ccco1,-3%,4%,-10%,2%,5%,-3%,1%,-11%,-3,-7%,2%
O=C(NCc1csc2ccc(Cl)cc12)Nc1ccccc1,-1%,-17%,4%,-1%,3%,-15%,-1%,-10%,-5,0%,-3%
C=C1CCC[C@]2(C)C[C@H]3OC(=O)C(CNCC(C)C)[C@H]3CC12 (some centres not stated),-1%,?,-61%[inhibitor],-4%,10%,5%,0%,1%,-30,-4%,-18%
Cc1ccc(C)c(NC(=O)CSc2nnc3n2CCCCC3)c1,2%,-6%,3%,1%,-25%,15%,8%,-3%,5,-8%,8%[46.1 µM]
SMILES,PTAP TSG101 blk,BCR signal inh,Integrin act MD,Tb PFK block,Mito fusion yeast,ELG1 repair inh,ASM inhibitor,Eya2 phos inh,TSHR antag,A-T KAP1 phos,TCR act
COc1ccc(S(=O)(=O)N2CCC(N3CCCC3)CC2)cc1,-6%,?,-21%,-5%,-1%,-10%,-1%,3%,1,-7%,1%
CC(Oc1ccccc1)C(=O)N1CCN(C(=O)C(C)Oc2ccccc2)CC1 (configuration not stated),-3%,?,?,5%,-3%,6.5µM*,2%,2%,-6,2%,1%
CCN1CCN(CC#CCOc2ccccc2OC)CC1,1%,-2%,20%,-5%,1%,?,3%,-2%,38,-14%,/
O=C(O)CNS(=O)(=O)c1ccc(F)cc1,-4%,?,-7%[7.66 µM],-1%,1%,16%,2%,-29%,3,12%,4%
O=C(CSc1nnc(-c2ccncc2)n1Cc1ccco1)OC1CCCCC1,-6%,15%,?,0%,8%,4%,2%,14%,7,-3%,-8%
Cc1nc(N2CCOCC2)c2c(C)c(C(=O)Nc3ccc(C(F)(F)F)cc3)sc2n1,2%,?,-39%,-6%,3%,?,-21%,-8%,-11,-2%,-3%
COCCCNc1nc2c(-c3ccc(C)cc3)nnn2c2ccccc12,-2%,-8%,13%,2%,-12%,0%,53%[activator],0%,-2,-5%,-4%
Cc1ccc(C2CC(C(F)(F)F)n3ncc(C(=O)NCc4ccco4)c3N2)cc1 (configuration not stated),-5%,-4%,-4%,0%,3%,-20%,-4%,-14%,5,-2%,5%
Cc1cccc(NC(=S)NC(NC(=O)c2ccco2)C(Cl)(Cl)Cl)c1 (configuration not stated),0%,?,17%,1%,-1%,?,-10%,6%,-5,2%,0%
COCCN(C(=O)c1ccccc1F)c1nnc(-c2ccc(OC)cc2)s1,-1%,-7%,12%,1%,-2%,-1%,-2%,2%,-7,5%,5%
CN(C)S(=O)(=O)c1cccc(NC(=O)CCSc2ccc(Cl)cc2)c1,-1%,0%,-36%,-1%,-2%,?,-11%,-8%,-15,10%,1%[46.1 µM]
N#CCC(=O)Nc1nc(-c2ccc3c(c2)OCCO3)cs1,-2%,-13%,-8%,7%,3%,?,1%,8%,-10,0%,7%

# Of the compounds above, 3 have a COOH group:
SMILES,PTAP TSG101 blk,BCR signal inh,Integrin act MD,Tb PFK block,Mito fusion yeast,ELG1 repair inh,ASM inhibitor,Eya2 phos inh,TSHR antag,A-T KAP1 phos,TCR act
Cn1c(COc2ccc3ccccc3c2)nnc1SCC(=O)O,-3%,3%,10%,5%,4%,2%,-1%,3%,-1,-10%,-1%
CC(C)[C@@H](NC(=O)C1CCC(CNC(=O)[C@H](Cc2ccccc2)NC(=O)OC(C)(C)C)CC1)C(=O)O (some centres not stated),-2%,0%,-23%,1%,-5%,12%,1%,-4%,20,7%,2%
O=C(O)CNS(=O)(=O)c1ccc(F)cc1,-4%,?,-7%[7.66 µM],-1%,1%,16%,2%,-29%,3,12%,4%

# High-throughput results: PubChem BioAssay, National Center for Advancing Translational Sciences (NCATS)
